Screening data from PubChem BioAssay.
NCI-60 one-dose screen, 48 h, at 10 µM unless noted. Numbers give growth in % (100 = growth as untreated, 0 = no growth, -100 = all killed).
IGROV1: IGROV1 ovarian cancer. AID 1794786. 79,000 compounds, 4.7% hits
NCI/ADR-RES: NCI/ADR-RES ovarian cells | 81,000 compounds, 4.4% hits
SK-OV-3: SK-OV-3 ovarian cancer cells; 80,000 compounds, 3.2% hits; AID 1794785
OVCAR-4: OVCAR-4 ovarian cancer cells; 80,000 compounds, 3.7% hits
DU-145: DU-145 prostate cancer; 81,000 compounds, 4.2% hits; AID 1794760
OVCAR-5: OVCAR-5 ovarian cancer; AID 1794783; 82,000 compounds, 2.9% hits
OVCAR-3: OVCAR-3 ovarian cancer. 79,000 compounds, 7% hits. AID 1794787
OVCAR-8: OVCAR-8 ovarian cancer. 81,000 compounds, 4.4% hits
An asterisk follows results filed as active; / = not tested or not shown; & = joins results of further samples. Rule for the calls: active = growth percent below 10; inactive = the rest. This is a random part of the collection; overall some 9.5% were active at least once.

#1 CCn1cc(C(=O)O)c(=O)c2cc(F)c(N3CCN(C(=O)CSc4nc(-c5ccc(C)cc5)c(C#N)c(=O)[nH]4)CC3)cc21
#2 Cc1ccc(S(=O)(=O)Nn2c3c(cc(-c4nc5ccccc5s4)c2=O)CCCCCC3)cc1
#3 O=C(O)CC(CC(=O)c1ccccc1)c1ccccc1 (stereo not drawn)
#4 COc1cc(C(=O)N2Cc3cc4ccccc4nc3C2C)cc(OC)c1OC (stereo not drawn)
#5 CN(CCC#N)c1ccc(/C=C(\C#N)c2cccc(C(F)(F)F)c2)cc1
#6 CC[C@H](c1ccc(O)cc1)[C@@H](CC)c1ccc(O)cc1
#7 O=C(Nc1ccc([N+](=O)[O-])cc1NC(=O)c1ccccc1)c1ccccc1
#8 COc1ccc2[nH]cc(-c3csc4nc(-c5ccccc5)cn34)c2c1
assay / compound,1,2,3,4,5,6,7,8
IGROV1,102,95,147,113,66,/,78,42
NCI/ADR-RES,111,96,109,103,40,92,75,6.0*
SK-OV-3,91,104,115,/,98,/,111,16
OVCAR-4,119,98,113,117,68,99,87,57
DU-145,110,105,110,113,82,110,108,18
OVCAR-5,95,105,92,115,77,109,90,46
OVCAR-3,112,102,109,111,69,108,109,/
OVCAR-8,93,92,106,93,76,100,79,24

#9 Cc1c(NC2CCC(=O)N2)c(=O)n(-c2ccccc2)n1C (stereo not drawn)
#10 C=C1C(=O)O[C@@H]2[C@H]3[C@H](COC(C)=O)[C@@H](OC(C)=O)C[C@H]3C(=C)[C@@H](O)C[C@@H]12
#11 Cc1c(C(=O)/C=C/c2cccc([N+](=O)[O-])c2)nnn1-c1ccc(Br)cc1
#12 ClC1(Cl)CC2CC1C1C3CC(C4OC34)C21 (stereo not drawn)
#13 CC(=O)Oc1ccc(OC(C)=O)c2ccccc12
#14 CC(C)C1CC(=O)c2c(oc3cc(O)c(O)cc23)C1 (stereo not drawn)
#15 CCN(CC)C(=O)Cc1ccccn1
#16 O=C(Nc1ccc(-c2ccc(NC(=O)c3ccc(-n4c(=O)[nH]c5ccccc5c4=O)cc3)cc2)cc1)c1ccc(-n2c(=O)[nH]c3ccccc3c2=O)cc1
assay / compound,9,10,11,12,13,14,15,16
IGROV1,102,101,89,126,68,68,111,102
NCI/ADR-RES,100,99,90,105,64,95,101,103
SK-OV-3,112,108,101,107,102,120,98,101
OVCAR-4,109,110,99,105,-96*,93,103,101
DU-145,106,77,96,108,116,95,108,110
OVCAR-5,102,97,93,111,98,111,102,103
OVCAR-3,101,81,106,114,60,87,114,105
OVCAR-8,111,92,96,103,49,92,98,105

#17 NS(=O)(=O)c1ccc(NC(=O)CSc2ccc(-c3ccc(Cl)cc3)nn2)cc1
#18 COc1ccc(-c2cc(-c3cc(OC)ccc3OC)nc(SCC(=O)c3ccc(Cl)cc3)c2C#N)cc1
#19 C/C(=N\NC(=O)c1ccncc1)c1cc(Cl)ccc1Cl
#20 CN1CCN(c2ccc(NC(=O)c3nc4ccc5[nH]ncc5c4c4c3CCCC4)cc2C(F)(F)F)CC1
#21 N#CC(C#N)C(C#N)c1ccccc1 (stereo not drawn)
#22 Cc1[nH]n(-c2ccccc2)c(=O)c1/C=C1\SC(=S)N(C)C1=O
#23 CN(C)c1ncc2c(=O)[nH]cnc2n1
#24 O=C(O)C(CCc1ccccc1)NCc1ccccc1 (stereo not drawn)
assay / compound,17,18,19,20,21,22,23,24
IGROV1,105,90,121,4.7*,/,100,88,101
NCI/ADR-RES,112,90,99,70,105,108,105,94
SK-OV-3,126,80,101,100,103,106,109,99
OVCAR-4,87,64,120,65,112,113,254,79
DU-145,92,96,110,-28*,103,111,136,96
OVCAR-5,106,101,102,85,109,101,91,94
OVCAR-3,103,103,114,12,113,/,179,100
OVCAR-8,94,90,125,3.3*,104,102,105,106

#25 O=C(OCc1nc2sc3c(c2c(=O)[nH]1)CCCC3)c1cn(-c2ccccc2)nc1-c1ccccc1
#26 Cc1cc(Nc2ccc(C#N)cc2)nc(N)n1
#27 CNC(=O)N1N=C(c2ccc(N)cc2)c2cc3c(cc2C(C)C1=O)OCO3 (stereo not drawn)
#28 CC1=C(C(=O)Nc2nc(-c3ccc(Cl)cc3)cs2)[C@H](c2ccc(O)cc2)NC(=O)N1
#29 O=Cc1nc2ccccc2c(/C=C/c2ccc(Cl)cc2)c1C(=O)c1ccccc1
#30 CCCSc1nnc(-c2c(C)nc3ccc(Cl)cn23)o1
#31 C=CCN1CCN(/C(=N/c2sc(-c3ccccc3)nc2-c2ccccc2)c2ccccc2)CC1
#32 N=c1nc(N)ncn1-c1ccccc1
assay / compound,25,26,27,28,29,30,31,32
IGROV1,117,107,99,98,101,75,107,104
NCI/ADR-RES,95,114,104,101,103,85,94,102
SK-OV-3,103,108,102,111,94,/,104,96
OVCAR-4,97,120,114,99,99,91,102,100
DU-145,98,113,115,98,101,102,102,112
OVCAR-5,111,108,109,106,99,99,103,95
OVCAR-3,106,103,120,96,104,118,103,116
OVCAR-8,108,105,104,105,93,97,102,100

#33 COc1ccc(Nc2cc(Cl)ccc2C(=O)O)cc1
#34 CN(C)c1ccnc(CNCCSC2(c3ccc(C(F)(F)F)cc3)c3ccccc3C=Cc3ccccc32)c1
#35 Cc1ccc(F)c(N)c1
#36 COc1cccc(/C=C2\SC(=S)N(c3ccccn3)C2=O)c1OC
#37 O=S(=O)(NC1c2ccccc2Oc2ccccc21)c1ccc(Cl)c(Cl)c1
#38 COC(OC)c1cccc([N+](=O)[O-])c1
#39 Cn1c(N)c(N=O)c(=O)n(C)c1=O
#40 O=C(O)c1ccc(N=Nc2ccccc2)cc1
assay / compound,33,34,35,36,37,38,39,40
IGROV1,104,9.3*,100,133,99,97,105,111
NCI/ADR-RES,105,-74*,107,106,94,108,98,102
SK-OV-3,111,8.6*,100,106,104,105,118&111,107
OVCAR-4,109,13,102,113,97,99,103&111,101
DU-145,105,3.7*,121,121,105,118,102&108,105
OVCAR-5,109,1.9*,112,120,109,97,104&111,100
OVCAR-3,103,-41*,106,146,104,111,91&109,113
OVCAR-8,98,-77*,101,106,90,102,104&97,102

#41 O=c1c2cc(Cl)ccc2oc2ccc(OCCCCCN3CCCCCC3)cc12
#42 Clc1ccccc1/C=C1\c2ccccc2-c2nc3ccccc3nc21
#43 COc1ccc2[nH]c(=O)c3c(c2c1)OC(N)=C(C#N)C31C(=O)c2cccc3cccc1c23 (stereo not drawn)
#44 CC(=O)c1ccc(NC(=O)CSc2nnc(-c3cc(-c4ccc(Cl)cc4)nc4ccccc34)o2)cc1
#45 NC(C(=O)O)c1ccc([N+](=O)[O-])cc1 (stereo not drawn)
#46 C=C(C)/C=N/O
#47 CCN1CCN(Cc2ccc(NC(=O)c3nc4ccc5[nH]ncc5c4c4c3CCCC4)cc2C(F)(F)F)CC1
#48 CCOC(=O)c1c(NC(=O)c2cccc(C(F)(F)F)c2)sc2c1CCC(=O)/C2=C\N(C)C
assay / compound,41,42,43,44,45,46,47,48
IGROV1,91,91,96,93,109,99,-48*,52
NCI/ADR-RES,86,92,103,83,105,107,19,80
SK-OV-3,79,112,101,90,96,102,92,86
OVCAR-4,92,106,99,71,107,109,23,69
DU-145,92,125,100,90,109,115,-58*,80
OVCAR-5,98,92,96,97,92,99,49,93
OVCAR-3,81,104,95,107,107,112,-71*,80
OVCAR-8,82,97,101,82,112,103,-59*,80

A draw from above in order of molecular weight, highest first:
#34 CN(C)c1ccnc(CNCCSC2(c3ccc(C(F)(F)F)cc3)c3ccccc3C=Cc3ccccc32)c1
#47 CCN1CCN(Cc2ccc(NC(=O)c3nc4ccc5[nH]ncc5c4c4c3CCCC4)cc2C(F)(F)F)CC1
#48 CCOC(=O)c1c(NC(=O)c2cccc(C(F)(F)F)c2)sc2c1CCC(=O)/C2=C\N(C)C
#41 O=c1c2cc(Cl)ccc2oc2ccc(OCCCCCN3CCCCCC3)cc12
#37 O=S(=O)(NC1c2ccccc2Oc2ccccc21)c1ccc(Cl)c(Cl)c1
#36 COc1cccc(/C=C2\SC(=S)N(c3ccccn3)C2=O)c1OC
#42 Clc1ccccc1/C=C1\c2ccccc2-c2nc3ccccc3nc21
#38 COC(OC)c1cccc([N+](=O)[O-])c1
#45 NC(C(=O)O)c1ccc([N+](=O)[O-])cc1 (stereo not drawn)
#39 Cn1c(N)c(N=O)c(=O)n(C)c1=O
assay / compound,34,47,48,41,37,36,42,38,45,39
IGROV1,9.3*,-48*,52,91,99,133,91,97,109,105
NCI/ADR-RES,-74*,19,80,86,94,106,92,108,105,98
SK-OV-3,8.6*,92,86,79,104,106,112,105,96,118&111
OVCAR-4,13,23,69,92,97,113,106,99,107,103&111
DU-145,3.7*,-58*,80,92,105,121,125,118,109,102&108
OVCAR-5,1.9*,49,93,98,109,120,92,97,92,104&111
OVCAR-3,-41*,-71*,80,81,104,146,104,111,107,91&109
OVCAR-8,-77*,-59*,80,82,90,106,97,102,112,104&97

#35 Cc1ccc(F)c(N)c1
#46 C=C(C)/C=N/O
assay / compound,35,46
IGROV1,100,99
NCI/ADR-RES,107,107
SK-OV-3,100,102
OVCAR-4,102,109
DU-145,121,115
OVCAR-5,112,99
OVCAR-3,106,112
OVCAR-8,101,103

Additional structures.
#49 Nc1cccc(C(F)(F)F)c1
#50 O=C1[C@@H]2Cc3c([nH]c4ccccc34)[C@H](c3ccc(Br)cc3)N2C(=O)CN1C1CCN(Cc2c(Cl)cccc2Cl)CC1
#51 CCOC(=O)c1ccc(N/C=C/C(=O)c2ccccc2)cc1
#52 Cc1[nH]c(N)nc(=S)c1Br
#53 CC(/C=N\NC(=O)C(=O)N/N=C/C(C)=C/c1ccccc1)=C\c1ccccc1
#54 Fc1cnc2[nH]cc(-c3csc(-c4c[nH]c5ncccc45)n3)c2c1
#55 CC1COS(=O)(=O)C1 (stereo not drawn)
#56 NS(=O)(=O)c1ccc(CCN2C(=O)/C(=C\c3ccc(Br)cc3)C=C2c2ccc(Cl)cc2)cc1
assay / compound,49,50,51,52,53,54,55,56
IGROV1,120,85,110,100,94,73,105,85
NCI/ADR-RES,99,91,103,99,102,89,110,94
SK-OV-3,102,87,113,109,104,80,108,/
OVCAR-4,113,86,105,116,106,83,111,91
DU-145,105,96,101,109,106,/,101,105
OVCAR-5,99,99,101,100,90,98,103,98
OVCAR-3,103,/,/,104,107,93,112,100
OVCAR-8,94,95,102,111,85,86,103,91

#57 CC(C)CC(NC(=O)C(CCCN=C(N)N)NC(=O)OCc1ccccc1)C(=O)NC(CNC(=O)/C=C/c1ccccc1)C(C)C (stereo not drawn)
#58 COc1cc2cc(NCc3ccc(Cl)cc3)nc(C)c2cc1OC
#59 O=C1c2cc(O)c(O)cc2O[C@H](c2ccc(O)c(O)c2)[C@H]1O
#60 O=C(Nc1cc(Cl)ccc1Cl)N1CCN(C(=O)Nc2cc(Cl)ccc2Cl)CC1
#61 CC1(C)COC(c2ccc3c(c2)OCO3)OC1
#62 Cc1cnc(/C=N\NC(N)=S)c2cccc(N)c12
#63 CN(c1ccccn1)c1ncnc2[nH]ncc12
assay / compound,57,58,59,60,61,62,63
IGROV1,88,43,/,119,127,/,102
NCI/ADR-RES,/,34,106,104,107,11,94
SK-OV-3,117,68,103,92,101,23,113
OVCAR-4,96,82,122,101,108,32,108
DU-145,107,49,111,133,115,-16*,111
OVCAR-5,89,41,92,111,89,35,86
OVCAR-3,105,49,113,117,115,0.3*,100
OVCAR-8,106,41,/,99,100,18,100
